aSyn yeast rescue: qHTS of alpha-syn Inhibitors: NCGC Sytravon Library Screen. S. cerevisiae alpha-synuclein toxicity rescue, BacTiter-Glo growth, 24 h. Potency, µM (titrated, usually from 46.1 µM), inactives show at the top dose growth rescue (activation), hits mostly activators. hit rate 0.02% among 94,000. AID 1347070, 2019; active = well fitted activation curve with a large enough effect; inconclusive = small, poorly fitted or top-dose-only effect; note: 0% is about no effect
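Growth restoration measured by BacTiter-Glo luminescence after 24 hr at 30 deg C; alpha-synuclein yeast, raffinose-pregrown to mid-log, were added at OD600=0.02 in galactose medium onto pinned compounds.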
* hit, by the source's call; ? = inconclusive; [ ] = dose if it differs, or a comment. Potency is the fitted concentration of half-maximal effect. A portion of the library; count on the stated rates, not on these rows.

SMILES	aSyn yeast rescue
Cc1ccc(S(=O)(=O)N2CCCCC2)cc1NC(=O)CN1CCCC1c1cccs1 (configuration not stated)	-6.8%
CC(C(=O)Nc1ccccc1C(=O)O)n1c(C(F)(F)F)nc2ccccc21 (configuration not stated)	2.7%
COc1ccc(OC)c(C2N=C(N)Nc3nc4ccccc4n32)c1 (configuration not stated)	-3.9%
Cc1ccc(CN2c3ccccc3-c3nc(SCC(=O)NCCc4ccccc4)ncc3S2(=O)=O)cc1	-1.1%
Cn1cc(-c2ccno2)c(C(=O)O)n1	-15.2%
O=C(Nc1ccc(F)cc1)Nc1cccnc1Cl	-11.1%
COc1ccc(-c2cc3nc(-c4ccccc4)cc(N4CCN(C(=O)c5ccoc5)CC4)n3n2)cc1	1.8%
CCc1cc(=O)oc2c(C)c(OCC(=O)Nc3ccc(S(=O)(=O)N(CC)CC)cc3)ccc12	?
C[C@H](O)CNC(=O)c1[nH]cnc1C(=O)Nc1ccc(CNC(=O)OC(C)(C)C)cc1	9.1%
Cc1cc(OCC(=O)Nc2ccc(Br)cc2)cc2c1C(=O)CC(C)(C)O2	-3.4%
COc1ccccc1CNC(=O)C(Cc1ccccc1)NS(=O)(=O)c1ccc2c(c1)oc(=O)n2C (configuration not stated)	-3.1%
O=C(c1cccc(S(=O)(=O)N2CCN(c3ccccc3)CC2)c1)N1CCN(c2ccccc2O)CC1	9.1%
COCC(=O)OC/C(O)=C(\C#N)c1nc2ccccc2[nH]1	-3.1%
Cc1ccc(NC(=O)c2cc([N+](=O)[O-])ccc2Cl)c(O)c1	-7.7%
Cc1c(C(=O)N(C)C)sc2c1c(=O)n(-c1ccccc1C(F)(F)F)c(=O)n2Cc1ccccc1C#N	-1.5%
CC(=O)c1ccc(N2CCN(c3ncnc4onc(C)c34)CC2)cc1	-3.4%
O=C(C1CCN(S(=O)(=O)c2ccc(Br)s2)CC1)N1CCN(c2cccc(Cl)c2)CC1	21.4%
Cc1ccc(C(=O)NCCCNC(=O)c2ccccc2C)cn1	-4.4%
COc1ccc(-c2nc(CS(=O)(=O)CC(=O)NCc3cccc(Br)c3)c(C)o2)cc1	7.0%
CCOC(=O)c1cc2c(=O)n3ccccc3nc2n(CCOC)c1=NC(=O)c1cc2ccccc2o1	1.3%
N/C(=N\OS(=O)(=O)c1ccc(Cl)cc1)c1ccccn1	6.1%
COc1cc(/C=C2/C(=O)NN(c3cccc(Cl)c3)C2=O)cc(Br)c1O	0.2%
CC(=O)N1CCCc2cc(S(=O)(=O)N(C)CC(=O)Nc3ccc(C)cc3C)ccc21	7.3%
COc1ccccc1COC(=O)C(NC(=O)c1ccc(C)cc1)C(C)C (configuration not stated)	13.3%
O=c1cc(CSc2ccc([N+](=O)[O-])cc2)nc2sccn12	?
SMILES	aSyn yeast rescue
Cc1nc2c(C(=O)NCCc3ccc(Cl)cc3)cnn2c(C)c1Cc1ccc(F)cc1	-1.1%
CCN(CC)C(=O)C1CCCN(c2ncnc3c2nc2n3CCCCC2)C1 (configuration not stated)	-2.0%
CCOC(=O)N1CCc2c(sc3c2c(=O)n(Cc2ccccc2)c(=O)n3CC(=O)Nc2cccc(CC)c2)C1	7.1%
CCN(C(=O)CCc1nc(-c2ccc(C)cc2)no1)c1cccc(C(F)(F)F)c1	10.4%
O=C(Nc1cc(Cl)ccc1Cl)c1cc(S(=O)(=O)N2CCCc3ccccc32)ccc1F	2.8%
CCCCN(CC)C(=O)c1cc2c(=O)n3ccccc3nc2n1C	8.9%
Nc1nnc(-c2cn(-c3ccccc3)nc2-c2ccc(Cl)cc2)o1	1.7%
Cn1c(=O)c2c(SCC(=O)Nc3ccc4c(c3)OCCO4)nc(CC(C)(C)C)nc2n(C)c1=O	1.2%
Cc1ccc(NC(=O)Cn2c(=O)oc3cc(S(=O)(=O)N4CCCC4)ccc32)cc1F	-11.6%
Cc1ccc(-n2c(SCC(=O)NCc3ccccc3)nc3n[nH]c(C)c3c2=N)cc1Cl	-7.5%
COC(=O)c1cc(NC(=O)CCc2c(C)nc3c(c(C)nn3C(C)(C)C)c2C)cc(C(=O)OC)c1	6.1%
COc1ccc(NC2c3ccccc3C(=O)N2Cc2ccco2)cc1OC (configuration not stated)	-2.6%
CCOc1ccc(-n2nnnc2SCC(=O)NNC(=O)c2ccco2)cc1	14.4%
O=C(Nc1ccccc1C(F)(F)F)c1cc2nc(-c3ccccc3)cc(-c3ccccc3)n2n1	0.4%
Cc1ccsc1/C=N/NC(=O)CN1CCN(Cc2ccccc2)CC1	5.2%
CCOc1ccccc1NC(=O)C1C(c2ccccc2)C1(Cl)Cl (configuration not stated)	-13.8%
CC1=CC2=NC(=O)CC(C)(C(=O)N(CC(=O)NC3CCCC3)Cc3ccc(Cl)cc3)N2C=C1 (configuration not stated)	-7.5%
Cc1ccc(Cl)cc1NC(=O)CCCn1c(=O)c2cccn2c2cccnc21	-6.9%
COc1ccc(S(=O)(=O)N2CCCC2CNC(=O)C(=O)NCCc2ccccc2)cc1 (configuration not stated)	-19.6%
COC(=O)c1sccc1-c1ccc(/C=N/OC(=O)c2cccs2)o1	1.1%
Cc1ccccc1NC(=O)c1sc2nc3c(cc2c1N)CCCC3	-3.3%
Cc1c2cnn(CC(=O)O)c(=O)c2c(C)n1Cc1ccccc1	0.9%
CC(=O)Oc1cccc(C2=CC(=O)CC(C)(C)C2=O)c1	-4.5%
Cc1nc2c(C(=O)O)cnn2c(C)c1Cc1ccccc1	8.7%
COC(=O)c1cc2sc(C)cc2n1Cc1cccc(OC)c1	13.5%
SMILES	aSyn yeast rescue
O=C(NC1CCCC1)c1ccc(CSc2nc3cccnc3n2Cc2cccc(F)c2)cc1	2.5%
CCc1ccccc1N(C(=O)c1snc(C(N)=O)c1N)C(C(=O)NCC1CCCO1)c1ccc(N(C)C)cc1 (configuration not stated)	4.9%
COc1ccc(Cl)cc1NC(=O)CCN1C(=O)c2ccccc2Sc2ncccc21	2.2%
CCCC(=O)NCCCc1nc2ccccc2n1C(C)C	-2.7%
COc1cc(OC)c(NC(=O)Cn2cnc3sc(C)c(S(=O)(=O)N4CCC(C)CC4)c3c2=O)cc1Cl	-3.4%
COc1ccc(NC(=O)Cn2nnc(C(=O)Nc3ccc(F)c(Cl)c3)c2N)cc1OC	-0.5%
Cc1ccc(CN2CCN(C3CCNCC3)C(=O)C2=O)cc1	-7.5%
CCN(c1ccccc1)S(=O)(=O)c1cc(C(=O)Nc2ccc(Br)cc2)ccc1F	1.2%
Cc1oc(-c2cccc(Cl)c2)nc1CN1CCC(C(=O)NC(C)c2ccccc2)CC1 (configuration not stated)	1.2%
COc1ccccc1CCc1nnc(CCC(=O)NCCC2CCCCO2)o1 (configuration not stated)	-4.0%
CC(C)CC(=O)Nc1ccccc1OCc1cc(=O)n2ccccc2n1	0.0%
C/C(=N\NC(=O)c1ccc2c(c1)OCCO2)c1ccccc1	-6.8%
COc1ccc(C(=O)c2cn(Cc3ccccc3F)c3cc4c(cc3c2=O)OCO4)cc1	2.5%
C[C@H](CO)N1C[C@H](C)[C@@H](CN(C)C(=O)Nc2ccc3c(c2)OCCO3)OCc2cnnn2CCCC1=O	3.5%
Cc1cccc(CNC(=O)c2oc3c(c2C)-c2nn(Cc4ccccc4Cl)cc2CC3)c1	3.3%
Cc1ccc(-n2c(=O)c3c(C)c(C(=O)N(C)C)sc3n(CC(=O)N(C)c3ccccc3)c2=O)cc1C	-8.6%
CCC(C)NCC(=O)Nc1ccc(S(N)(=O)=O)cc1 (configuration not stated)	-0.2%
O=C(CSc1nnc(NC(=O)c2ccccc2C(=O)O)s1)Nc1ccccc1Cl	-1.3%
Cc1nnc(NC(=O)CSc2nnc3c(n2)[nH]c2ccccc23)s1	4.7%
Cc1nn(C(=O)c2cccc(Cl)c2)c(C)c1S(=O)(=O)N1CCOCC1	2.7%
COc1cc(OC)c(NC(=O)CCc2c(C)nc3cc(-c4ccccc4OC)nn3c2C)cc1Cl	-0.5%
CCCCCN(C(=O)CCC(=O)OCc1cccc(Cl)c1)c1c(N)n(CCCC)c(=O)[nH]c1=O	-11.0%
Cc1cc(Cl)nc2ccc(Cc3ccc4nc(Cl)cc(C)c4c3)cc12	7.2%
Cc1ccc(-c2onc(C)c2C)cc1S(=O)(=O)Nc1ccc(Cl)cn1	-3.6%
CCCCNC(=S)NNC(=O)C1=NN(c2cc(C)ccc2C)C(=O)CC1	-18.5%
SMILES	aSyn yeast rescue
COc1ccc(NC(=O)CSc2oc(-c3cccs3)nc2S(=O)(=O)c2ccccc2)c(OC)c1	1.3%
Cc1cccc(NC(=O)CNC(=O)C23CC4CC(CC(Cl)(C4)C2)C3)n1	4.4%
COC(=O)c1sccc1N/N=C/c1ccc(OC)c(OC)c1OC	-18.3%
COc1cc(NC(=O)CN2c3ccccc3S(=O)(=O)c3ccccc32)cc(OC)c1	-3.8%
CCCCn1c(N)c(N(CC(C)C)C(=O)CC(NC(=O)c2ccccc2)c2ccccc2)c(=O)[nH]c1=O (configuration not stated)	-2.4%
COc1cccc(NS(=O)(=O)c2ccc3c(c2)CCCN3C(=O)C2CCC2)c1	-53.2%[inhibitor]
O=C(NC(=S)Nc1ccccc1)c1cncc(C#Cc2ccccc2)c1	3.3%
COc1ccc(Cc2noc(=O)[nH]2)cc1	-9.0%
COc1ccccc1CNC(=O)c1ccc2c(c1)N(Cc1cc(C)ccc1C)C(=O)c1ccccc1S2	1.1%
CCCNC(=O)C1CN(S(=O)(=O)c2ccc(C)cc2)c2ccccc2O1 (configuration not stated)	7.4%
COc1ccc(NC(=O)CSc2nc3ccccc3c(=O)n2CCC(=O)NC2CCCCC2)c(OC)c1	-7.7%
O=C1C=C(NC(=O)Nc2ccc(Cl)c(Cl)c2)CCC1	-32.7%[inhibitor]
CCN1C(=O)C2(C(C(=O)c3ccc(C)o3)=C(O)C(=O)N2CCCN(C)C)c2ccccc21 (configuration not stated)	27.9%
O=C1c2nccnc2C(=O)N1c1ccc(F)cc1	-0.1%
CC(C)(C)c1ccc2c(c1)N(CC(=O)NCCCN1CCN(c3ccccc3F)CC1)C(=O)CO2	-28.3%
O=C(c1ccc(Cl)cc1)N(Cc1ccco1)Cc1ccco1	4.5%
COc1ccc(-c2nc3sc(CCNC(=O)c4ccc(C(C)(C)C)cc4)c(C)n3n2)cc1	-4.8%

Of the compounds above, 14 contain fluorine.
SMILES	aSyn yeast rescue
CC(C(=O)Nc1ccccc1C(=O)O)n1c(C(F)(F)F)nc2ccccc21 (configuration not stated)	2.7%
O=C(Nc1ccc(F)cc1)Nc1cccnc1Cl	-11.1%
Cc1c(C(=O)N(C)C)sc2c1c(=O)n(-c1ccccc1C(F)(F)F)c(=O)n2Cc1ccccc1C#N	-1.5%
Cc1nc2c(C(=O)NCCc3ccc(Cl)cc3)cnn2c(C)c1Cc1ccc(F)cc1	-1.1%
CCN(C(=O)CCc1nc(-c2ccc(C)cc2)no1)c1cccc(C(F)(F)F)c1	10.4%
O=C(Nc1cc(Cl)ccc1Cl)c1cc(S(=O)(=O)N2CCCc3ccccc32)ccc1F	2.8%
Cc1ccc(NC(=O)Cn2c(=O)oc3cc(S(=O)(=O)N4CCCC4)ccc32)cc1F	-11.6%
O=C(Nc1ccccc1C(F)(F)F)c1cc2nc(-c3ccccc3)cc(-c3ccccc3)n2n1	0.4%
O=C(NC1CCCC1)c1ccc(CSc2nc3cccnc3n2Cc2cccc(F)c2)cc1	2.5%
COc1ccc(NC(=O)Cn2nnc(C(=O)Nc3ccc(F)c(Cl)c3)c2N)cc1OC	-0.5%
CCN(c1ccccc1)S(=O)(=O)c1cc(C(=O)Nc2ccc(Br)cc2)ccc1F	1.2%
COc1ccc(C(=O)c2cn(Cc3ccccc3F)c3cc4c(cc3c2=O)OCO4)cc1	2.5%
O=C1c2nccnc2C(=O)N1c1ccc(F)cc1	-0.1%
CC(C)(C)c1ccc2c(c1)N(CC(=O)NCCCN1CCN(c3ccccc3F)CC1)C(=O)CO2	-28.3%
